# High-throughput results (PubChem BioAssay)
# SUMO HTRF inh: blocks human SUMOylation mediated by UBC9; P63279; inhibition, % at 35 µM; actives 0.36% (n = 290,000); AID 2006; HTRF SUMOylation assay, SAE1/SAE2 + UBC9, in vitro; in the data active means inhibition above about 50%, passing the limit was not always enough; further: strong numbers were not always called active
# IMP-1 inh: blocks Pseudomonas aeruginosa IMP-1 metallo-beta-lactamase; purified IMP-1, nitrocefin hydrolysis, epi-absorbance fluorescence; inhibition, % at 5.6 µM; actives 0.45% (n = 290,000);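 active means inhibition above the mean plus 3 SD of all compounds in the same screening run, cut at about 4.5% in these data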;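 further: 0% = IMP-1 with DMSO and 100% = DMSO wells lacking enzyme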
#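 System: purified IMP-1 / Input: IMP-1 dispensed at 0.2 nM / Medium: 50 mM HEPES pH 7.1, 50 µM ZnSO4, 0.05% Brij 35 / Timing: 15 min enzyme–compound preincubation, then 25 min nitrocefin reaction, 25 °C / Technique: plate fluorescence quenching by hydrolysis product, ex 480/em 530 nm / Repeats: singlicate testing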
# PHOSPHO1 inh: blocks human PHOSPHO1 phosphatase activity | Q8TCT1 | recombinant PHOSPHO1, absorbance phosphatase assay | inhibition, % at 13.3 µM | actives 1.1% (n = 290,000) | AID 1565; in the data active means inhibition above about 60%
# FID counter: displaces DNA intercalator in HCV helicase counter-screen; DNA fluorescent intercalator displacement, fluorescence; inhibition, % at 7.9 µM; actives 0.17% (n = 290,000); AID 1845; in the data active means inhibition above about 37%;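 further: 0% = vehicle and 100% = reference compound; higher means more ethidium bromide displaced from hairpin DNA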
# VIM-2 inh: blocks Pseudomonas aeruginosa VIM-2 metallo-beta-lactamase | purified VIM-2, nitrocefin hydrolysis, epi-absorbance fluorescence | inhibition, % at 5.6 µM | actives 0.89% (n = 290,000) | AID 1527;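 active means inhibition above the mean of all tested compounds plus 3 SD, cutoff set per screening run, cut at about 7.5% in these data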;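 further: red hydrolysis product quenches plate fluorescence so inhibitors raise well fluorescence; 0% = enzyme with DMSO and 100% = DMSO without enzyme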
# p-CIP stab down: lowers stability of the mouse p/CIP coactivator protein. Q05BA5. decrease of EGFP signal, % at 10 µM. actives 0.01% (n = 290,000). F442A p/CIP-EGFP cells, EGFP fluorescence, 16 h. AID 1984;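 active means EGFP signal decrease of at least 30% at 10 µM or well 3 SD below plate mean, unless failing retest; inactive means the rest, including hits failing retest or dose response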; further: some compounds called inactive have numbers as strong as hits; many of its hits are not listed in these tables
# HCV NS3 hel inh: HCV NS3 helicase inhibition; NS3 helicase DNA unwinding, Cy5 molecular beacon fluorescence; inhibition, % at 10.9 µM; actives 0.56% (n = 290,000); AID 1800;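 active means inhibition above the mean of all tested compounds plus 3 SD, set per campaign, cut at about 35% in these data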;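 further: 0% = DMSO wells and 100% = thioflavine S control wells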
#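 Compound dosing – single dose, 10.9 µM nominal final, DMSO 0.8% final · System – NS3 helicase fragment of HCV · Buffer or medium – MOPS pH 6.5, MgCl2, DTT, Tween20, BSA · Signal – Cy5 beacon fluorescence read at start and 1 h · Also added – annealed dual-labelled DNA beacon duplex, ATP-started · Schedule – 1 h at 25 °C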
# IDE cell activ: activators of human insulin-degrading enzyme in cells | activation, % at 5.96 µM | P14735 | HEK cells, FAbeta-B cleavage, fluorescence polarization; 0% vehicle, 100% cell-free pure enzyme wells | actives 0.073% (n = 340,000);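 active means activation above the mean of all tested compounds plus 3 SD, set per screening campaign, cut at about 17% in these data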
# Target sequence (P14735 whole entry, looked up): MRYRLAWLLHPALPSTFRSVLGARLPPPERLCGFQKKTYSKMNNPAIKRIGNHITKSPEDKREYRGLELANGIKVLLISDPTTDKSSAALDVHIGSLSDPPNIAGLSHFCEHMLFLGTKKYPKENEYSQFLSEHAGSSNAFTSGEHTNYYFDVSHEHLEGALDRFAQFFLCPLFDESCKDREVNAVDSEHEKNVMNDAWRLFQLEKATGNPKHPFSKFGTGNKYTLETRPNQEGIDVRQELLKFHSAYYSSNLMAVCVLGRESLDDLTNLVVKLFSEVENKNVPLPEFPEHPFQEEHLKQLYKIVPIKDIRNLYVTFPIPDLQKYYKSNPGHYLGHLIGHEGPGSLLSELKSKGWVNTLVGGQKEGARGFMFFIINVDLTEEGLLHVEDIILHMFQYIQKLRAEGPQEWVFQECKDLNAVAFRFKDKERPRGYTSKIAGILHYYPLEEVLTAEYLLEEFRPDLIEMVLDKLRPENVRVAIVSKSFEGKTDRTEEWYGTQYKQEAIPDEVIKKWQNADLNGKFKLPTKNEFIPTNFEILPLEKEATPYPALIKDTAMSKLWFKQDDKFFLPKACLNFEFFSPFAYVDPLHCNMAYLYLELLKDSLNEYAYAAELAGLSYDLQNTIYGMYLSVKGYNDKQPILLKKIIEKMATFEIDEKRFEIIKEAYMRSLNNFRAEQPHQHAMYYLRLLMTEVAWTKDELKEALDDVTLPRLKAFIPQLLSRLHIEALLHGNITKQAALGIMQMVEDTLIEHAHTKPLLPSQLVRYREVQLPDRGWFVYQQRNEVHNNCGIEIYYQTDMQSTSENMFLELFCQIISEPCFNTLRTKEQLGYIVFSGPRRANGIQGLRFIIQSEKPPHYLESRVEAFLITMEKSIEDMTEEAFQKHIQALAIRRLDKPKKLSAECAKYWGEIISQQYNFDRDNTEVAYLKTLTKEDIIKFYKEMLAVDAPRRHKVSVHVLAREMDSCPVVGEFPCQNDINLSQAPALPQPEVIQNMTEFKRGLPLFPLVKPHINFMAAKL
# MEKK3 PB1 HTS: raises or lowers MEK5 binding to the human MEKK3 PB1 domain. Q99759. bead-based flow cytometry, Alexa488-MEK5 binding to MEKK3; actives lie on both sides; 0 = blocked by unlabeled MEK5, 100 = vehicle. binding response (% of control), % at 10 µM. actives 1.4% (n = 290,000). AID 1529;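 active means binding response more than 3 SD above or below the average of its plate-row segment, actives on both sides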;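 further: Alexa488 bead fluorescence after subtracting the streptavidin-only scavenger bead signal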
# * = called active by the depositor; . = not tested or not shown.
SMILES,SUMO HTRF inh,IMP-1 inh,PHOSPHO1 inh,FID counter,VIM-2 inh,p-CIP stab down,HCV NS3 hel inh,IDE cell activ,MEKK3 PB1 HTS
COc1ccc(CCNC(=O)CCC(=O)N2CCN(S(=O)(=O)c3ccccc3)CC2)cc1OC,22,-1.9,-12,-16,-0.3,-2,1,3,100
Cc1ccc(S(=O)(=O)CCN2CCN(c3ccccn3)CC2)cc1,1,-2.7,28,-14,-3.5,-7,1,6,107
FC(F)(F)c1ccc(Oc2ccccc2Cl)nc1,19,-1.2,37,2,-2.1,-7,6,3,101
Cc1ccc(CN2CCN(Cc3ccc(Oc4ncccn4)cc3)CC2CCO)cc1 (stereo not given),9,-3.1,23,10,-2.3,-9,2,3,103
O=C(Nc1cc(C(F)(F)F)ccc1N1CCOCC1)c1ccccc1F,-15,-2.2,48,-10,-3.0,-11,-2,2,.
COc1ccc(CCNC(=O)COC(=O)Cc2ccc(OC)cc2)cc1,-1,-2.3,-21,-19,-4.1,-8,4,-1,103
CC(CNC(=O)c1ccc(-c2ccccc2)cc1)CN(C)C (stereo not given),12,1.7,13,23,0.0,2,29,2,105
O=C(Nc1ccc2ccccc2c1)/C(=C\c1ccc2c(c1)OCO2)NC(=O)c1ccco1,-3,-3.3,-9,-2,-0.4,-9,7,-6,106
Cc1cccc(C)c1N(CC(=O)N/N=C/c1cc(Br)c(C)o1)S(C)(=O)=O,21,-1.0,2,-14,-4.3,-10,-2,5,95
Cc1ccc2nc(-c3cc(N)cc(N)c3)oc2c1,-12,-3.3,48,-1,-0.7,-6,-5,4,108
O=C(Nc1nncs1)C1c2ccccc2Oc2ccccc21,0,-3.9,-4,-8,-0.9,-8,0,7,103
Cc1cc(-c2ccc(C(C)C)c(S(=O)(=O)Nc3cc(C)on3)c2)on1,14,-0.1,15,-54,1.3,-6,12,1,101

# Compound profiles, as listed above. Order of screens: SUMO HTRF inh, IMP-1 inh, PHOSPHO1 inh, FID counter, VIM-2 inh, p-CIP stab down, HCV NS3 hel inh, IDE cell activ, MEKK3 PB1 HTS
# `CC(CNC(=O)c1ccc(-c2ccccc2)cc1)CN(C)C` (stereo not given) is entered as 12, 1.7, 13, 23, 0.0, 2, 29, 2, 105
# `COc1ccc(CCNC(=O)COC(=O)Cc2ccc(OC)cc2)cc1` is entered as -1, -2.3, -21, -19, -4.1, -8, 4, -1, 103
# `O=C(Nc1ccc2ccccc2c1)/C(=C\c1ccc2c(c1)OCO2)NC(=O)c1ccco1` is entered as -3, -3.3, -9, -2, -0.4, -9, 7, -6, 106
# `Cc1ccc(S(=O)(=O)CCN2CCN(c3ccccn3)CC2)cc1` is entered as 1, -2.7, 28, -14, -3.5, -7, 1, 6, 107
# `O=C(Nc1cc(C(F)(F)F)ccc1N1CCOCC1)c1ccccc1F` is entered as -15, -2.2, 48, -10, -3.0, -11, -2, 2, .

# More records.
SMILES,SUMO HTRF inh,IMP-1 inh,PHOSPHO1 inh,FID counter,VIM-2 inh,p-CIP stab down,HCV NS3 hel inh,IDE cell activ,MEKK3 PB1 HTS
CCOC(=O)C1=C(C)NC(C)=C(C(=O)OCC)C1c1ccco1,2,-1.6,4,-10,-2.1,8,-5,-3,102
O=c1cc(N2CCc3ccccc32)[nH]c(=O)n1Cc1ccc(F)cc1,16,-2.0,-2,3,-3.7,5,4,3,86
COc1ccccc1Nc1ncccc1[N+](=O)[O-],-14,-2.4,8,4,-2.5,2,2,10,102
Cc1ccc2nc(N3CCN(C=O)CC3)nc(-c3ccccc3)c2c1,38,-1.2,6,-41,1.3,2,0,0,102
CCN1CCN(c2cc(C(C)(C)C)nc3c(-c4ccccc4)c(C)nn23)CC1,7,-1.9,21,13,-1.9,-7,-51,6,104
O=C(Cc1ccccc1)NCCc1cn2ccsc2n1,-6,-4.5,17,-6,-2.3,-3,-3,6,110
CCc1ncc(CN2CCCC(C(=O)Nc3cccc(-c4ccc(F)cc4)c3)C2)cn1 (stereo not given),-3,-3.5,23,-3,-1.7,-7,-45,-1,103
CC(=O)c1cnc2nc(SCc3ccc(Cl)cc3)nn2c1C,24,-0.4,8,-18,-1.0,-6,-5,0,102
NS(=O)(=O)c1ccc2nc(NC(=O)c3ccncc3)sc2c1,7,-2.7,-10,-1,-3.6,6,5,5,103
Cc1c(C)c2ccc(OS(C)(=O)=O)c(C)c2oc1=O,9,-1.4,-8,-2,0.8,5,7,1,101
O=c1[nH]cnc2c1ncn2[C@@H]1C[C@@H](O)[C@H](CO)O1,11,-0.8,27,-6,-2.0,-10,-30,4,104
CCC(=O)Nc1cc(C)c(NC(=O)c2ccco2)cn1,14,-2.6,-2,1,-1.8,-4,-2,0,106
COc1cccc(CNC(=O)Cn2ccc3cc(S(=O)(=O)N4CCC(C)CC4)ccc32)c1,-7,-0.1,14,-26,0.1,-16,-18,3,100
Cc1cc(C)n(S(=O)(=O)c2cccc([N+](=O)[O-])c2)n1,3,-2.3,34,2,-1.2,-8,-3,5,107
COC(=O)Cc1c(C)c2ccc(OCc3nn[nH]n3)cc2oc1=O,22,-6.1,6,-2,-0.5,5,-4,-1,101
O=[N+]([O-])c1cc(C2Nc3cccc4cccc(c34)N2)ccc1Cl,59*,-1.7,-7,1,-1.5,3,4,-7,102
Nc1ncnc2c1ncn2C1OC(CO)C(O)C1O (stereo not given),9,-3.3,33,6,-5.1,0,6,1,91
O=S(=O)(c1cccc(Br)c1)N1CCN(CCc2ccccc2)CC1,-6,-2.9,49,-18,-2.0,-8,-12,-1,100
N#C/C(C(=O)NCc1ccco1)=C1/SC=C(c2ccccc2)N1c1ccccc1,6,-1.4,-1,-12,-3.1,-5,1,6,99
O=C(Nc1cc2c(cc1Br)OCCO2)c1cccs1,16,-1.9,-11,-2,-1.2,-4,2,2,102
CCCCc1c(O)nc(SCC(=O)N2CCCCCC2)[nH]c1=O,8,0.1,43,-8,0.2,-10,3,3,103
CC(=O)Nc1cccc(NC(=O)c2cccc(-c3ccc(O)cc3)c2)c1,0,1.8,11,-12,-0.3,3,-15,0,97
COc1ccc(NC(=O)c2ccc(NC(=O)c3cccs3)cc2)cc1,12,-0.2,48,-4,-2.3,-10,17,-1,100
CCn1c(CNC(=O)c2ccco2)nnc1SCC(=O)Nc1cccc(F)c1,-3,-1.9,32,-4,-2.1,-24,-1,-5,106
Cc1ccc(-n2c(=O)cc(N3CCN(C(=O)c4ccco4)CC3)[nH]c2=O)cc1,-9,2.3,6,-14,2.8,-4,17,3,112
CCN(CC)S(=O)(=O)c1ccc(Cl)c(C(=O)NC2CCN(Cc3ccccc3)CC2)c1,6,-3.0,42,2,-1.7,9,4,3,102
COc1ccc(S(=O)(=O)Nc2cc(C)cc(C)n2)c2ccccc12,29,-2.9,16,-27,-0.9,-8,-5,7,102
COc1ccc(S(=O)(=O)n2nc(OC(C)=O)cc2N(C(C)=O)C(C)=O)cc1,0,-2.7,-37,-11,-1.5,-14,3,-2,111
CC(Cc1ccccc1)NC(=O)C1CCCNC1=O (stereo not given),19,-4.0,13,0,-3.3,5,3,2,104
COC(=O)c1ccc(CN2C(=O)NC3(CCCc4ccccc43)C2=O)o1 (stereo not given),5,-3.7,30,-7,-0.2,1,-6,3,102
Oc1ccc2ccccc2c1C=NCc1ccccc1,98,-2.0,17,-2,-2.2,7,-12,8,96
Cc1ccccc1NC(=O)C1C2CCC(O2)C1C(=O)O (stereo not given),4,-2.5,-29,9,-0.4,-2,5,-2,104
CNC(=O)CCCCCNS(=O)(=O)c1ccc(C)cc1,5,-3.2,-6,2,-2.6,9,-2,2,104
CSc1nnc(C(C)(C)C)c(=O)n1/N=C/c1ccc(Cl)cc1,-9,-3.8,28,-1,-2.4,-2,-3,5,103
COc1ccccc1CNC(=O)COc1ccccc1C,2,0.1,-16,-28,0.6,2,5,0,102
O=C(O)COCC(=O)Nc1ccccc1-c1ccccc1,6,-2.9,28,3,-2.4,6,5,-5,100
N#CC1=C(N)OC2=C(C(=O)CCC2)C1C1CC=CCC1 (stereo not given),4,-3.5,-21,-8,-0.4,-8,3,-1,105
CCCn1nnc(NC(=O)COc2ccc(C3CCCCC3)cc2)n1,6,-0.9,-60,-41,1.1,-2,-12,1,97
Cc1c(NC(=O)C(C)OC(=O)CC2CC3CCC2C3)c(=O)n(-c2ccccc2)n1C (stereo not given),14,-2.9,27,-21,0.6,-5,2,8,106
CN(c1ncnc(N)c1[N+](=O)[O-])C1CCS(=O)(=O)C1 (stereo not given),-2,-5.2,40,3,-2.4,-10,7,4,102
O=C(c1ccc2c(c1)CCN2S(=O)(=O)c1ccccc1)N1CCN(c2ccc(F)cc2)CC1,-3,-0.6,12,-52,-1.1,-9,-20,8,101
COCCCNC(=O)CSc1nc2ccccc2c(=O)n1CCc1ccc(S(N)(=O)=O)cc1,0,-1.4,18,-39,-1.9,-2,-1,0,101
CC(=O)c1sc2nsc(SCCN3CCCC3)c2c1N,19,-2.6,.,-3,1.4,-3,5,-2,105
COC(=O)c1sccc1NC(=O)c1c(Cl)cnn1C,2,-2.6,43,-15,4.2,24,-5,2,107

# 4 entries out of the list, sorted by formula weight, descending.
SMILES,SUMO HTRF inh,IMP-1 inh,PHOSPHO1 inh,FID counter,VIM-2 inh,p-CIP stab down,HCV NS3 hel inh,IDE cell activ,MEKK3 PB1 HTS
O=C(c1ccc2c(c1)CCN2S(=O)(=O)c1ccccc1)N1CCN(c2ccc(F)cc2)CC1,-3,-0.6,12,-52,-1.1,-9,-20,8,101
CC(=O)c1sc2nsc(SCCN3CCCC3)c2c1N,19,-2.6,.,-3,1.4,-3,5,-2,105
COC(=O)c1sccc1NC(=O)c1c(Cl)cnn1C,2,-2.6,43,-15,4.2,24,-5,2,107
N#CC1=C(N)OC2=C(C(=O)CCC2)C1C1CC=CCC1 (stereo not given),4,-3.5,-21,-8,-0.4,-8,3,-1,105

# Not all compounds are listed (hit frequency here may not be typical).
